PDI turbidity = inhibitors of human protein disulfide isomerase; P07237; PDI insulin aggregation turbidity, A650, 90 min; inhibition, % at 10 µM; 350,000 compounds, 0.052% hits; AID 588391;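 active means mean inhibition across replicates of 30% or more, whatever share of single replicates reach that level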;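 further: absorbance from insulin aggregation driven by PDI reduction with DTT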
Target sequence (P07237 whole entry, looked up): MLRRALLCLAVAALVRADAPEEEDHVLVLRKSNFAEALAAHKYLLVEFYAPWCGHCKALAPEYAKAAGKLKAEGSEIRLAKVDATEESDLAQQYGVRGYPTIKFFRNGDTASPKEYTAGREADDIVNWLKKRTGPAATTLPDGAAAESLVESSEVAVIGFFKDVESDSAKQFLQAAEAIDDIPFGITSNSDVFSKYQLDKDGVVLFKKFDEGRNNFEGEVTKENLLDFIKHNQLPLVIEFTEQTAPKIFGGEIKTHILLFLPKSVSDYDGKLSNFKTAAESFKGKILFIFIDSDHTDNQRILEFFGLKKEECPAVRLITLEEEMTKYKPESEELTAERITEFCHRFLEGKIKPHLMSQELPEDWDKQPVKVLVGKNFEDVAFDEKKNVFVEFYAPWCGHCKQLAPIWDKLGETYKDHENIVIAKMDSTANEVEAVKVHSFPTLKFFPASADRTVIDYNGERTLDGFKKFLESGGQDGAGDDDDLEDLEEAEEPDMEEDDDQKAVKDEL
Vif inh = inhibitors of HIV Vif; HEK293T cells, Vif self-association by quenched fluorescence, imaging, 24 h; inhibition, % at 7.49 µM; 340,000 compounds, 0.35% hits; in the data active means inhibition above about 50%, passing the limit was not always enough; further: some results filed as inactive read as strong as hits
ABCB6 inh 2 = human ABCB6 transporter inhibition | 360,000 compounds, 0.19% hits | fluorescence ratio to DMSO, % at 10 µM | K562-ABCB6 porphyrin accumulation, flow cytometry, 1 h; stronger effect = lower value;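 active means fluorescence ratio to DMSO below 75%, the collection mean minus 3 SD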;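 further: signal is porphyrin accumulated inside mitochondria; 100% equals median channel fluorescence of DMSO control wells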
CaV13 FRET inh = Disruptors of the CACNA1D IQ motif to Ca2+-dependent inactivation inhibitor domain association, primary screening, Förster resonance energy transfer in intact living …; HEK cells, CFP/YFP FRET ICDI-IQ, plate reader, 10 min; percent FRET-ratio fall versus neutral wells; inhibition, % at 12.3 µM; 340,000 compounds, 0.098% hits; AID 743397;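 active means mean replicate inhibition of at least 30% and at least 1% of replicates passing that level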;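 further: 0% = median of the neutral control wells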
aDG glyco up = alpha-DG glycosylation activation | Pro5-aDG cells, alpha-DG glycosylation AlphaScreen (IIH6); 0% Pro5, 100% B10-LARGE cell signal | activation, % at 10 µM | 360,000 compounds, 0.22% hits;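 active means activation of at least 8% versus controls, or a plate z-score of at least 8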;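 further: Pro5 are CHO cells carrying HIG-tagged alpha-DG that lacks glycosylation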
iPSC survival up = increases survival of single human iPS cells | AID 602274 | survival enhancement, % at 20 µM | hiPSC single-cell survival, ATPlite luminescence; 100% = ROCK inhibitor wells, 0% = DMSO | 360,000 compounds, 0.044% hits; in the data active means survival enhancement above about 18%;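 further: cells exposed to compounds for 16 hours before the ATP read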
Glyco luc inh = N-linked glycosylation inhibition | D54 ERlucT glycosylation luciferase reporter, 24 h; percent of 100 nM tunicamycin response | reporter increase, % at 12.5 µM | 360,000 compounds, 0.23% hits;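 active means mean luciferase reporter signal, scaled so untreated is 0 and the glycosylation-blocking control 100, at or above a set limit in every replicate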;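 further: luciferase carries N-glycosylation sites so blocking glycosylation raises the light; 0% = median of neutral control wells and 100% = median of 100 nM tunicamycin wells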
HTR2A ag = mouse HTR2A agonism via beta-arrestin recruitment; P35363; AID 624169; activation, % at 7.6 µM; CHO-K1 mHTR2A beta-arrestin complementation, luminescence; percent of 30 µM serotonin response; 360,000 compounds, 0.66% hits;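 active means activation above a run cutoff, the mean activation of all tested compounds plus 3 SD, cut at about 14% in these data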;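 further: 0% = plate median of compound wells and 100% = 30 µM serotonin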
Target sequence (P35363 whole entry, looked up): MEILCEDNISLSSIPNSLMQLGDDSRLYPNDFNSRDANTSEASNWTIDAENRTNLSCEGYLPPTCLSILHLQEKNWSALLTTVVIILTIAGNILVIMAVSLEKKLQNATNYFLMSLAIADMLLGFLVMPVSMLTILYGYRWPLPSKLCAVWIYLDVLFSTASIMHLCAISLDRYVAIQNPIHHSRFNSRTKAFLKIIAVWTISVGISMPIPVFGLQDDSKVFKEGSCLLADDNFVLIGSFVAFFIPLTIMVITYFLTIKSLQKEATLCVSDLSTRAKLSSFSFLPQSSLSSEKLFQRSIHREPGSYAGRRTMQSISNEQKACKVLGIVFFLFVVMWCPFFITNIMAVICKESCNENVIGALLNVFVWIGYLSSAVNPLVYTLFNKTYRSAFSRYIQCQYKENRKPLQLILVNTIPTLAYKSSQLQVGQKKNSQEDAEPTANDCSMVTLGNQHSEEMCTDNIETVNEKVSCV
Exocytosis inh = blocks lytic granule exocytosis; AID 651702; inhibition, % at 10 µM; 360,000 compounds, 0.66% hits; TALL-104 LAMP-1 surface exposure, flow cytometry; cells stimulated with thapsigargin and PMA;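 active means inhibition above about 55%, limit read from the data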
H9c2 protect = protects H9c2 cardiomyocytes from peroxide injury. 360,000 compounds, 0.63% hits. protection from H2O2 cell death, % at 20 µM. H2O2 injury protection, ATPLite, 2 h;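 active means compounds giving at least 50% protection of heart cells from peroxide-induced death in the single-dose screen, raw or plate-pattern-corrected value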;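 further: 0% = DMSO wells with peroxide and 100% = DMSO wells without peroxide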
An asterisk follows results filed as active; i = inactive; / = no result given.

Molecule,PDI turbidity,Vif inh,ABCB6 inh 2,CaV13 FRET inh,aDG glyco up,iPSC survival up,Glyco luc inh,HTR2A ag,Exocytosis inh,H9c2 protect
COCCN(C(=O)c1ccc(N2CCCC2=O)cc1)c1c(N)n(Cc2ccccc2)c(=O)[nH]c1=O,1,5,94,-2,0.0,-0.6,3,5,-1,0
O=C(Nc1nccs1)C1=COCCO1,1,26,100,-5,0.1,-3.3,0,-1,8,1
Oc1c(Cl)cc(CN2CCOCC2)c2cccnc12,1,-11,105,-8,-0.3,0.6,2,-14,22,16
O=[N+]([O-])c1c(Nc2ccc(O)cc2)cc(N2CCOCC2)c2nonc12,0,7,104,7,-0.9,0.6,-9,7,5,14
Cc1ccc(NC(=S)NCc2ccccc2)cc1[N+](=O)[O-],13,-1,99,-4,0.3,1.0,-9,-6,19,-19
CN(Cc1ccccc1)C(=O)CCc1ccccc1,1,-5,102,-6,-0.1,-1.2,0,7,-2,1
Cc1c(Cl)cccc1NC(=S)NCC1COc2ccccc2O1 (configuration not stated),6,-6,104,11,0.3,-2.9,-3,-2,0,-17
Cc1ccc(C)c(NC(=S)N(C)C)c1,-3,-3,97,1,0.0,-0.1,1,0,0,8
O=C(Oc1cc(Cl)cc(Cl)c1)c1cnc2n(c1=O)CCS2,19,12,94,-5,-0.1,-0.5,4,4,-3,-6
CCc1ccccc1NC1=NCC(=O)N1C1CCCC1,-3,-5,102,1,-0.1,2.2,1,1,-3,2
Cc1ccc(OC(C)C(=O)Nc2ncc(Cl)cc2Cl)c([N+](=O)[O-])n1 (configuration not stated),2,-5,96,-10,0.2,1.2,1,-5,-1,-7
Cc1cccc(NC(=O)CSCC(=O)Nc2ccccc2N2CCCC2)c1,8,0,95,-9,-0.2,0.8,2,-4,1,-5
O=C(NCc1ccc(F)cc1)c1cc(C2CCCCN2S(=O)(=O)c2cccc3cccnc23)on1 (configuration not stated),15,-10,96,-5,0.3,-0.3,-2,10,-6,-6
Cc1ccc(C)c(NS(=O)(=O)c2ccccc2C)c1,-3,-1,91,-6,0.2,0.0,0,-3,-3,-3
COCC(C)NCc1ccc(OC)c(Br)c1 (configuration not stated),14,1,97,2,0.4,1.9,2,-2,-2,5
Cc1cc(C)cc(NC(=O)C2CCN(S(=O)(=O)c3ccc4c(c3)NC(=O)C(C)S4)CC2)c1 (configuration not stated),-1,4,100,-4,0.1,0.1,4,-1,2,4
Cc1ccc(C)n1-c1ccc(-n2cnnn2)cc1,0,2,102,-4,-0.3,0.4,3,5,0,-2
CCCn1c(SCC(=O)OCC)nc(C(F)(F)F)cc1=O,13,-2,94,-6,0.7,-0.9,-1,-1,-1,3
Cc1[nH]nc2c1C(C(C)c1ccccc1)C(C#N)=C(N)O2 (configuration not stated),3,2,102,-4,0.7,-0.1,1,2,-1,-11
CC1(C)CC(=O)c2cnc(NCc3ccco3)nc2C1,12,-9,89,-3,0.0,4.4,1,2,3,16
Oc1ccc2ccccc2c1C=Nc1ccccc1-c1nc2ccccc2[nH]1,-2,-4,97,-5,-0.2,-1.2,1,6,-2,10
COc1ccc(-n2nc(C(=O)NCC(=O)NCCCN3CC(C)CC(C)C3)c3ccccc3c2=O)cc1OC (configuration not stated),-13,-6,98,-7,-0.1,-0.4,1,2,-2,1
CC(NC(=O)c1ccco1)C(c1cccs1)N1CCN(c2ccc(F)cc2)CC1 (configuration not stated),-3,-7,95,-10,0.4,-2.6,-1,4,-3,-5
CCCC(=O)O[C@H]1C[C@@H](C)N(C(=O)c2ccccc2)c2ccc(C)cc21,-20,-13,94,-2,0.9,-0.1,2,0,5,-17
CCOC(=O)c1cc(NC(=O)c2ccco2)ccc1N1CCOCC1,5,1,96,-6,-0.2,-0.6,9,5,-1,-4
CCOC(=O)[C@]12CCCC=C1N(Cc1cccc3ccccc13)C(=O)[C@H](CC(=O)NCc1ccc(OC)c(OC)c1)C2,/,/,93,-3,0.1,-0.8,/,-1,9,/
O=C(NC1CCCCCC1)C1c2ccccc2C(=O)N1CCCN1CCOCC1 (configuration not stated),9,-2,92,-5,-0.2,2.4,2,-5,-1,-3
CCCCNC(=O)OC1CCS(=O)(=O)C1 (configuration not stated),19,/,89,/,-0.1,2.5,2,-1,0,2
COc1ccc(C(=O)COC(=O)CNC(=O)C2CCCCC2)c(OC)c1,-2,26,101,/,-0.1,-1.8,1,1,-7,7
Cc1ccc(C2C(=O)N(C3CCCC3)CC(=O)N2CC2COc3ccccc3O2)cc1 (configuration not stated),2,11,109,-5,0.2,1.5,0,-2,1,2
O=C(OCCN1CCOCC1)c1cccs1,8,3,101,-9,0.0,-2.0,0,2,-3,0
O=C(N/N=C/c1cccnc1)c1cc(-c2ccccc2)nc2ccccc12,3,7,98,-21,0.0,-0.7,-1,-8,-1,-2
CCc1ccc(N(C)S(=O)(=O)c2ccc3[nH]cc(C(=O)NCCN4CCOCC4)c(=O)c3c2)cc1,-5,13,94,-4,1.0,-0.9,-1,-9,-2,16
O=C(NCC(c1ccco1)N1CCCC1)c1ccc(S(=O)(=O)Nc2ccccc2Cl)cc1 (configuration not stated),-5,11,97,-6,0.1,4.0,-3,-7,0,-6
COc1ccc(-n2c3c(c(=O)[nH]c2=O)C(NC(=O)c2ccncc2)(C(F)(F)F)C(=O)N3)cc1 (configuration not stated),2,1,99,-3,-0.2,-0.6,0,1,-2,6
COc1ccc(C(=O)c2sc3nc(-c4ccccc4)ccc3c2N)cc1,-6,i,234,/,0.1,-3.4,-2,4,4,-6
COc1ccc(CCNC(=O)CSc2nc(-c3ccco3)cc(C(F)(F)F)n2)cc1,3,5,98,/,0.4,1.4,-2,5,-1,1
CC1(C)CC(=O)C2=C(C1)NC(=O)CC2c1cc2c(cc1Br)OCO2 (configuration not stated),-2,8,89,-1,-0.1,6.1,0,0,14,1
CCCCn1c(=O)n(CC(=O)Nc2ccc(OC)c(Cl)c2)c(=O)c2c1nc(CO)n2CCC,-2,16,99,-5,0.0,7.0,6,1,-8,6
CSc1ccc(CN2CCC(C)(Oc3cnc(Cl)c4ccccc34)C2)cc1 (configuration not stated),-62,-7,106,-5,0.0,6.2,2,0,-6,-4
O=C(O)CNS(=O)(=O)c1ccc(C2CCCCC2)cc1,-6,0,101,-5,0.1,0.0,0,2,-4,-3
C/C(=N\NC(=S)Nc1ccc(C)cc1)c1cccc(N)c1,6,-4,194,-3,-0.4,0.2,-2,9,0,2
CCOC(=O)C1CCCN(C(=O)Cn2nc(C)n3nc(-c4ccccc4)cc3c2=O)C1 (configuration not stated),-6,-9,131,-15,0.1,0.3,0,0,-16,3
COc1cc2[nH]c(=O)n(CCCCCC(=O)NCCCN3CCOCC3)c(=O)c2cc1OC,-4,-3,97,-3,0.0,3.0,1,0,2,3
CC1CN(C(=S)NC(=O)c2ccc(Cl)cc2)CC(C)O1 (configuration not stated),2,8,104,-2,0.0,-0.3,2,3,-25,-2
OCCN1CCN(C(=S)NCCc2ccccc2)CC1,-5,-2,96,-3,-0.4,1.7,1,0,0,16
COc1ccc(CC2(CO)CCN(Cc3cccc4nccnc34)CC2)cc1,1,1,102,-5,0.3,-2.7,-2,-8,-2,0
Cn1c(-c2cccc(Br)c2)cnc1NCc1ccccc1O,14,36,99,-3,0.1,1.7,-1,-5,-2,-5
O=C(Nc1ccc(-c2ccccc2)cc1)c1ccc2c(c1)S(=O)(=O)c1ccccc1C2=O,-8,7,100,-10,-0.1,-1.5,-3,-2,2,-7
CCC1Oc2ccccc2N(CC(=O)NCCN2CCCC2)C1=O (configuration not stated),2,-5,99,-2,-0.1,-0.5,0,3,-2,-1
CCOC(=O)C1CCCCN1Cc1ccc(OC)c(OC)c1 (configuration not stated),-7,0,97,-4,0.0,-0.5,0,-3,-7,-4
COc1ccc(CNc2nc3ccccc3n2C)c(O)c1,7,-3,98,-6,0.0,0.2,-7,-6,-1,-9
Nc1nc(SCc2ccc(Cl)cc2)ns1,-3,/,100,-6,0.0,3.2,2,-3,-4,-24
CC(=O)CC1c2ccccc2C=C(c2ccsc2)N1c1ccc(-c2cccs2)cc1 (configuration not stated),/,/,109,-5,0.7,-0.8,/,-1,3,/
COc1ccc(-c2nc(-c3cccnc3)no2)cc1OC,-1,-1,98,-4,0.0,-0.1,0,2,10,6
CCOc1ccccc1NC(=O)CCNC(=O)c1ccco1,8,-4,98,-2,0.0,-0.3,1,-2,13,6
COC(=O)C1=C(C)N=c2s/c(=C/c3cccs3)c(=O)n2C1c1ccc(F)cc1 (configuration not stated),5,-10,97,-2,0.1,0.2,0,3,4,12
Cc1ccc(OCC(=O)N2N=C(C(F)(F)F)CC2(O)C(C)(C)C)cc1C (configuration not stated),5,-4,99,-5,1.4,-1.6,-11,8,-1,-20
CCCCn1c(=O)[nH]c(=O)c2c1nc(-c1cc(Br)ccc1OC)n2C,-28,3,93,-7,-0.1,-0.5,-1,6,11,-3
CCCCn1nnnc1C1(C)CCC(=O)N1CCc1ccc(O)cc1 (configuration not stated),/,/,93,-11,-0.5,-0.9,/,3,-2,/

More results follow:
Molecule,PDI turbidity,Vif inh,ABCB6 inh 2,CaV13 FRET inh,aDG glyco up,iPSC survival up,Glyco luc inh,HTR2A ag,Exocytosis inh,H9c2 protect
CC(=O)c1c(C)[nH]c(C(=O)NCc2ccc(F)cc2)c1C,-2,5,99,-3,-0.3,2.2,0,-2,0,4
Cc1ccc(C(=O)NCCCn2ccnc2)cc1[N+](=O)[O-],5,-5,96,/,-0.4,-1.3,2,4,-1,1
CN(Cc1cnn(Cc2ccccc2)c1)C(=O)c1cccc(S(=O)(=O)N2CCOCC2)c1,-76,0,87,-5,0.2,-0.2,10,-3,-3,-11
O=C(Nc1ccc2c(c1)OCCO2)C(C1CC1)n1c(=O)c(-c2ccccc2)nc2ccccc21 (configuration not stated),/,/,/,-10,-0.3,/,/,-1,2,/
CCCc1nc2oc3c(NCCOCCO)ncnc3c2c2c1COC(C)(C)C2,-4,7,95,-4,-0.2,-1.0,3,2,-5,15
COc1cc(/C=N/NC(=O)c2cccc([N+](=O)[O-])c2)ccc1OCc1ccccc1,10,/,91,-7,0.0,-1.2,-3,-2,2,-1
CC(OC(=O)COc1ccc(C#N)cc1)C(=O)Nc1ccc(Cl)cn1 (configuration not stated),-9,11,98,-14,0.0,-0.4,2,-2,-9,-1
CCOC(=O)c1[nH]c2cc3c(cc2c1NC(=O)CN1CC(C)CC(C)C1)OCO3 (configuration not stated),-4,5,102,/,-0.3,-0.4,-3,5,1,1

Part of the list above, reduced to Glyco luc inh, Vif inh and Exocytosis inh.
Compound | Glyco luc inh | Vif inh | Exocytosis inh
CC(=O)c1c(C)[nH]c(C(=O)NCc2ccc(F)cc2)c1C | 0 | 5 | 0
COc1cc(/C=N/NC(=O)c2cccc([N+](=O)[O-])c2)ccc1OCc1ccccc1 | -3 | / | 2

High-throughput results from PubChem BioAssay.
